# Mm-Cpn inhibitor – Inhibitors of TCP-1 ring complex (TRiC) of Methanococcus maripaludis (MmCpn): qHTS | Chaperonin Mm-Cpn (Methanococcus maripaludis) | purified Mm-Cpn ATPase, ADP Transcreener TR-FRET | Potency, µM (highest dose often 76.9 µM), inactives show at the highest dose activity, negative = inhibition, hits mostly inhibitors | 0.031% of 330,000 active; active = well fitted inhibition curve with a large enough effect; inconclusive = small, poorly fitted or top-dose-only effect; note: nearly all actives have a fitted effect of over 80% in size
#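 ATP (10 uM final) was added to archaeal chaperonin (25 nM final) after 10 min exposure to test compound at 37°C; after 30 min further incubation, ADP was detected by competitive TR-FRET.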
# The depositor's hits bear a star; u = inconclusive; [ ] = dose if it differs, or a comment. % is set by controls: 0 for no effect and ±100 for the full control effect; potency is the fitted concentration of half-maximal effect. Not all compounds are listed, so the mix of outcomes need not match the whole.
SMILES,Mm-Cpn inhibitor
COc1ccc(-n2c(=S)[nH]c3sc4c(c3c2=O)CCc2ccccc2-4)cc1,-0.4%
O=C(Nc1ccccc1Cl)c1cccc(NS(=O)(=O)c2ccccc2)c1,-0.1%
COc1ccc2c(c1)O[C@H](c1ccc3c(c1)OCO3)[C@@H](OC(=O)N[C@H](C)C1CCCCC1)C2=O,0.9%
O=C(O)CC12CSc3[nH]c(=O)sc3C1c1ccccc1OC2=O (stereo unspecified),2.6%
Cc1ccc2[nH]c3c(c2c1)CN(C(=O)CN1CCN(c2ccccc2)CC1)CC3,0.2%
CN1C(=O)/C(=C\c2ccccc2)Sc2ccc(C(=O)N3CCN(c4ccccn4)CC3)cc21,0.6%
CCN1CCc2c(sc(NC(=O)c3ccc4ccccc4c3)c2C(N)=O)C1,-5.6%
CCN(CC)CCCN1C(=O)C(=O)/C(=C(/O)c2ccc(OC)c(Cl)c2)C1c1ccco1 (stereo unspecified),-1.4%
CCn1cc(C(=O)NC2CC3CCC2C3)c(=O)c2ccc(C)nc21 (stereo unspecified),-3.1%
Cc1cc(C)n2c(SCC(=O)Nc3ccc(Cl)cn3)nnc2n1,0.0%

# As entered above.
# Mm-Cpn inhibitor, COc1ccc2c(c1)O[C@H](c1ccc3c(c1)OCO3)[C@@H](OC(=O)N[C@H](C)C1CCCCC1)C2=O is entered as 0.9%
# Mm-Cpn inhibitor, O=C(O)CC12CSc3[nH]c(=O)sc3C1c1ccccc1OC2=O (stereo unspecified) is entered as 2.6%
# Mm-Cpn inhibitor, CCN1CCc2c(sc(NC(=O)c3ccc4ccccc4c3)c2C(N)=O)C1 is entered as -5.6%
# Mm-Cpn inhibitor, O=C(Nc1ccccc1Cl)c1cccc(NS(=O)(=O)c2ccccc2)c1 is entered as -0.1%
# Mm-Cpn inhibitor, Cc1cc(C)n2c(SCC(=O)Nc3ccc(Cl)cn3)nnc2n1 is entered as 0.0%
# Mm-Cpn inhibitor, Cc1ccc2[nH]c3c(c2c1)CN(C(=O)CN1CCN(c2ccccc2)CC1)CC3 is entered as 0.2%

# Later entries.
SMILES,Mm-Cpn inhibitor
NC[C@@H]1O[C@H](O[C@H]2[C@@H](O)[C@H](O[C@@H]3[C@@H](O)[C@H](N)C[C@H](N)[C@H]3O[C@H]3O[C@H](CO)[C@@H](O)[C@H](O)[C@H]3N)O[C@@H]2CO)[C@H](N)[C@@H](O)[C@@H]1O,-2.7%
CCCCNC(=O)C(c1ccc(OCC(=O)OC)c(C(=O)OC)c1)N(CCc1ccccc1)C(=O)CCCCCN1C(=O)NC(c2ccc(-c3ccccc3)cc2)C(C(=O)OCc2ccccc2)=C1C (stereo unspecified),-2.7%
CN(C)c1ccc(/C=N/NC(=O)CN2CCN(c3ccc(F)cc3)CC2)cc1,-0.4%
CCn1c(SCC(=O)N2CCN(c3ccccc3)CC2)nnc1-c1ccncc1,0.7%
CC(C)(C)C1CC=C2C(C#N)=C(N)C(C#N)(C#N)C(c3cccs3)C2C1 (stereo unspecified),-2.0%
Cn1c(=O)c2[nH]c(SCc3ccccn3)nc2n(C)c1=S,-1.4%
COc1ccc(C(=O)NCC(=O)OCn2nnc3ccccc3c2=O)cc1OC,-3.8%
CCOC(=O)C1CCN(S(=O)(=O)c2c(Cl)ccc3nonc23)CC1,-1.5%
COc1ccc(-c2ccc(-c3nnc(-c4ccncc4)o3)cc2)cc1,1.0%
O=C(Oc1cccc(O)c1)C1CCCCC1,-2.6%
Cc1cc(C)n(-c2nc3sc4c(c3c(=O)[nH]2)CCCC4)n1,-1.4%
Cc1cc(C(=O)OCC(=O)Nc2cc(S(=O)(=O)N(C)C)ccc2C)c(C)o1,0.5%
Cc1cc(S(=O)(=O)N2CCCC(N(C)CCc3ccccn3)C2)c(C)s1 (stereo unspecified),0.6%
Cc1oc(/N=C/c2c(O)ccc3ccccc23)c(C#N)c1C,0.1%
COc1ccc(-c2nnc3n2C(C)(C)Cc2cc(OC)c(OC)cc2-3)cc1,-0.9%
O=S(=O)(c1ccc(N2CCN(Cc3ccc4c(c3)OCO4)CC2)nc1)N1CCOCC1,4.0%
Cc1ccnn2c(-c3ccccc3)c3c(=O)n(C)c(=O)n(C)c3c12,-0.8%
C[C@@H]1CN(c2c(F)c(N)c3c(=O)c(C(=O)O)cn(C4CC4)c3c2F)C[C@H](C)N1,-4.8%
c1ccc(CSc2nnc3c4ccccc4c4ccccc4c3n2)cc1,0.9%
CCc1ccc(-c2csc(NC(=O)COC(=O)CCc3nc4ccccc4s3)n2)cc1,-0.6%
Nc1c(C(=O)Nc2ccccc2)sc2nc(-c3cccnc3)ccc12,-1.5%
O=C1NC(Cc2ccc(O)cc2)c2nc3ccc(Cl)cc3c(=O)n2-c2ccccc21 (stereo unspecified),-0.3%
COc1ccc2nc(C)c(C(=O)OCCN(C)C)cc2c1,0.1%
Cc1ccc2c(c1)[nH]c1c(=O)n(CCC3=CCCCC3)cnc12,1.3%
CC(C)[C@]1(c2ccccc2)ON(c2ccccc2C(F)(F)F)C1=O,0.6%
CCN1C(=NCCc2cccs2)N[C@@H](CCc2ccccc2)[C@H](C(=O)NCCc2cccs2)[C@H]1C,1.7%
Cc1ccc(N(C(=O)C2COc3ccccc3O2)C(C(=O)NC2CCCCC2)c2cn(C)nc2C)cc1 (stereo unspecified),-1.3%
CCc1cc2c(=O)nc3n(c2s1)Cc1ccccc1/C3=C(/O)c1ccc(F)cc1,-3.6%
CCC(=O)NC(/C=C/c1ccccc1)c1cc([N+](=O)[O-])c2cccnc2c1O (stereo unspecified),2.8%
Brc1ccc(-c2nn3c(-c4ccncc4)nnc3s2)o1,-20.6%
Cc1ccc(C2(C(F)(F)F)N=C3Sc4cc(C)ccc4N3C(=O)N2)cc1 (stereo unspecified),1.6%
COc1cccc2sc(Nc3nc(-c4ccccn4)cs3)nc12,-2.8%
CC1CC(OC(=O)CN2CCCCC2)CC(C)(C)C1 (stereo unspecified),-1.0%
CCc1ccc(Nc2n[n+](-c3ccccc3)c(/C=C/c3ccccc3)s2)cc1,1.7%
COc1ccc(NC(=S)Nc2cc(S(=O)(=O)N3CCCCC3)ccc2OC)cc1,2.4%
Fc1cccc(-n2c(-c3cccs3)nc3nc4ccccc4nc32)c1,1.1%
CCCn1c2c(c(O)c(C(=O)Nc3nc(C)cs3)c1=O)CCCC2,-1.7%
Cc1nnc(NC(=O)CSc2ccc(-c3ccccn3)nn2)s1,-0.8%
CCN(CC)C(=O)C1=C(C)NC(=O)NC1c1ccccc1F (stereo unspecified),0.0%
N#CC1=C(N)SC(N)=C(C#N)C1c1ccc(C(F)(F)F)cc1,-14.7%
CCCCc1nnc(NC(=O)COc2ccc3c(C)cc(=O)oc3c2)s1,0.8%
Cc1ccc(Oc2ccc(-c3nnc(-c4ccccc4)o3)cc2[N+](=O)[O-])cc1C,-3.8%
O=C(NCCN1CCOCC1)c1cc(Cl)ccc1[N+](=O)[O-],-1.0%
Cc1ccc(C)c(C(C)NC(=O)C2C3CCC(O3)C2C(=O)O)c1 (stereo unspecified),-1.5%
CC(=O)OC[C@]12CC[C@H]3[C@@](C)(CC[C@H]4C(C)(C)CCC[C@]34C)[C@@H]1C[C@@H](C1=CC(=O)O[C@@H]1OC(C)=O)O2,1.4%
CCc1c(C)nc(N)n2c(SCC(=O)N3CCN(c4ccccc4OC)CC3)nnc12,-0.4%
CCCCn1c(C)cc2c(c1=O)C1O[C@](c3ccsc3)(Cc3cc(OC)c(OC)cc31)O2,-2.1%[15.4 µM]
COc1cccc([C@@H]2Oc3ccc(OC)cc3C(=O)[C@H]2OC(=O)N[C@H](C)C2CCCCC2)c1,0.3%
Cn1c(-c2nonc2NC(=O)c2ccc(C(C)(C)C)cc2)nc2ccccc21,-2.1%
O=C(NCCCCCCNC(=O)NCc1ccco1)NCc1ccco1,-1.4%

# Next section
SMILES,Mm-Cpn inhibitor
Cc1cc(C)c2nc(NC3=NCN(CCN4CCOCC4)CN3)nc(C)c2c1,0.9%
Cc1nc(-c2ccccc2)sc1-c1nc(-c2cccs2)ncc1S(=O)(=O)c1ccccc1,-4.9%
Cc1nnc(NC(=O)CSc2nnc(Cc3cccn3C)n2-c2cccc(C)c2C)s1,0.0%
CSc1nc(-c2ccco2)nn1C(=O)c1ccc(Cl)cc1,0.4%
Cc1ccc(S(=O)(=O)N(CC(=O)NCCSCc2ccco2)c2ccc(F)cc2)cc1,-4.3%
N#Cc1c(-c2ccccc2Cl)cc(-c2ccccc2)[nH]c1=S,-1.5%
COc1ccccc1C1=Nn2c(COc3ccccc3)nnc2SC1,-0.4%
CCOc1cc(CNc2ccc3c(c2)CCC3)ccc1OC,-12.7%
COc1cccc(CC(NC(C)=O)C(=O)NC2CCN(c3ncccc3[N+](=O)[O-])CC2)c1 (stereo unspecified),-7.6%
CC(=O)c1ccc(N2CCN(CC(=O)Nc3ccc(N4CCOCC4)cc3)CC2)cc1,-1.5%
Cn1/c(=N/N=C/c2ccc([N+](=O)[O-])cc2)sc2ccccc21,-0.1%
COC(=O)c1ccc(CSc2ccc3nnc(-c4ccc(OC)cc4)n3n2)o1,4.0%
COc1ccccc1-c1c(NC(=O)c2ccco2)n(-c2ccccc2)nc(C)c1=O,0.6%
Cc1ccnc(SCCn2c(N3CCCCC3)nc3c2c(=O)[nH]c(=O)n3C)n1,0.3%
CCN1CCN(Cc2nc3c(c(=O)n(C)c(=O)n3C)n2Cc2ccccc2Cl)CC1,0.9%
CSCCC(NC(=O)c1ccccc1)C(=O)Nc1ccc(NC(C)=O)cc1 (stereo unspecified),0.5%
N=C1c2ccccc2CN1c1ccc(N2CCOCC2)c(S(=O)(=O)Nc2ccc(Cl)cc2)c1,0.6%
CC(C)c1ccc(N2CCN(C(=O)c3ccccc3NC(=O)/C=C(\C(=O)O)c3ccccc3)CC2)cc1,1.6%
CC(C(=O)Nc1ccccc1F)N1CCN(C)CC1 (stereo unspecified),-1.4%
Cc1cc2oc(=O)cc(Cn3nnc(-c4ccc(Cl)cc4)n3)c2cc1C(C)C,-0.6%
CCCc1nc(SCC(=O)c2ccc(OC)cc2)c2c(=O)n(C)c(=O)n(C)c2n1,-5.7%
CCOC(=O)c1cnc(-n2nc(C)cc2C)nc1Nc1ccccc1OC,-0.3%
Cc1cc2ncn(/N=C/c3cc(Br)ccc3O)c2cc1C,4.6%
CCN(CC)CCN1C(=O)C(O)=C(C(C)=O)C1c1ccccc1 (stereo unspecified),0.6%
C#CCOCCOCCOCCNc1nc(N2CCN(C(=O)[C@H](Cc3ccc(O)cc3)n3cc([C@@H](N)C(C)CC)nn3)CC2)nc(N2CCN(C(=O)[C@H](Cc3cc4ccccc4[nH]3)n3cc([C@@H](N)Cc4ccc(O)cc4)nn3)CC2)n1 (stereo partly specified),0.4%
Cc1ccc(-c2ccc(SCC(=O)N3CCc4ccccc43)nn2)cc1,0.2%
Cc1cc(/C=C(\C#N)c2nnc(N3CCOCC3)n2-c2ccccc2)c(C)n1-c1ccccc1,-0.3%
NCc1c(O)ccc2ccccc12,-2.7%
O=C1c2ccccc2C(=O)C12OC2c1ccc(Cl)cc1 (stereo unspecified),-6.2%
Cc1ccc2c(c1)C(c1ccncc1)=NNC(c1ccc(C(C)C)cc1)=N2,1.7%

# Already shown: entries from further up.
SMILES,Mm-Cpn inhibitor
C#CCOCCOCCOCCNc1nc(N2CCN(C(=O)[C@H](Cc3ccc(O)cc3)n3cc([C@@H](N)C(C)CC)nn3)CC2)nc(N2CCN(C(=O)[C@H](Cc3cc4ccccc4[nH]3)n3cc([C@@H](N)Cc4ccc(O)cc4)nn3)CC2)n1 (stereo partly specified),0.4%
Cc1ccc(-c2ccc(SCC(=O)N3CCc4ccccc43)nn2)cc1,0.2%
Cc1cc(/C=C(\C#N)c2nnc(N3CCOCC3)n2-c2ccccc2)c(C)n1-c1ccccc1,-0.3%
NCc1c(O)ccc2ccccc12,-2.7%
O=C1c2ccccc2C(=O)C12OC2c1ccc(Cl)cc1 (stereo unspecified),-6.2%
Cc1ccc2c(c1)C(c1ccncc1)=NNC(c1ccc(C(C)C)cc1)=N2,1.7%

# Continuation:
SMILES,Mm-Cpn inhibitor
NC(=O)C1CCN(c2nc(-c3cccc4ccccc34)cs2)CC1,-4.5%
O=C(Oc1ccc([N+](=O)[O-])cc1)c1ccc(Cl)c(S(=O)(=O)N2CCCCC2)c1,1.6%
Brc1ccc(/C=N/Nc2nncc(-c3ccccc3)n2)o1,-1.1%
O=C(Nc1cc(Cl)cc(Cl)c1)C(NCCCO)c1ccccc1 (stereo unspecified),-17.5%
CC[N+](C)(CC)CCC[n+]1c(-c2ccccc2)c2cc(N)ccc2c2ccc(N)cc21,-16.3%
COc1ccc2cc(C(c3nnnn3C(C)(C)C)N3CCc4ccccc4C3)c(=O)[nH]c2c1 (stereo unspecified),-1.4%
Cc1nc2ccccc2n1CCc1nc2c3ccccc3nc(SCC#N)n2n1,-8.5%
O=C(OCn1ncc(Br)c(Br)c1=O)c1c(F)cccc1F,u
COC(=O)c1ccc(NC(=O)c2ccc3c(c2)NC(=O)C2CCCN32)cc1 (stereo unspecified),-14.6%
O=C(N=Nc1c(O)n(C2OC(=O)c3ccccc32)c2ccccc12)c1ccco1 (stereo unspecified),1.6%
COc1cccc(-c2nnc3sc(-c4ccc(Cl)cc4)nn23)c1,0.2%
Cc1ccc(Nc2nc(N)nc(CN3CCN(C)CC3)n2)cc1C,-1.3%
O=c1[nH]c(CSc2nnc3ccccn23)nc2cc(C(F)(F)F)ccc12,0.7%
Cc1cccn2c(=O)c3cc(C#N)c(=N)n(Cc4ccncc4)c3nc12,-7.4%
CC(=O)N1CCc2cc(C(=O)CN3CCCN(Cc4ccc(F)cc4)C3)ccc21,0.0%
COc1cc2nc(CN3CCN(C(c4ccccc4)c4ccccc4)CC3)[nH]c(=O)c2cc1OC,-5.4%
COc1ccccc1N1CCN(C(=O)COc2ccc(S(=O)(=O)NC(C)(C)C)cc2)CC1,-1.0%
CC(NC(=O)c1cc(-c2ccccc2)nc2ccccc12)C1CCCO1 (stereo unspecified),1.7%
